Screening data: PubChem BioAssay, several laboratories
sdo1 growth = sdo1-depleted yeast growth rescue; S. cerevisiae sdo1-depleted JHY4D growth rescue, OD600 30 h; active compounds read high; pdr5 snq2 efflux-pump mutant strain; z-score at 10 µM; hit rate 0.21% among 140,000;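 active means z-score above 3 at both the 24 hr and the 30 hr optical density reads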;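 further: z-score against mean and SD of all compound wells on the same plate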
Insulin prom inh = TRM-6 insulin promoter activity inhibition; hit rate 0.9% among 130,000; TRM-6 cells (human fetal islet line), insulin promoter-eGFP reporter, imaging; reporter expression induced with tamoxifen; AID 1273; inhibition, % at 2 µM;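 active means inhibition above the mean plus 3 SD, with well images judged a real hit on visual review, cut at about 60% in these data, passing the limit was not always enough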
sdo1 growth Rescue 24 h = second read-out of sdo1 growth, no call of its own (marks repeat the call); z-score; S. cerevisiae sdo1-depleted JHY4D growth rescue, OD600; measured here: growth rescue at 24 h;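 0 is the plate mean of compound wells and units are plate SD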
Active calls of the source: *; · = not tested or not shown.

SMILES | sdo1 growth | sdo1 growth Rescue 24 h | Insulin prom inh
CC(Oc1ccc(Br)cc1)C(=O)NCc1ccccn1 (stereo not drawn) | · | · | -15
Cc1ccc(C)n1C(Cc1ccccc1)C(=O)O (stereo not drawn) | 1.8 | 0.66 | -6
O=C(CS(=O)(=O)c1ccccc1)Nc1ccc(Br)cn1 | 1.3 | 1.2 | ·
O=C(COc1ccc(Br)cc1CNCCc1ccccc1)NCc1ccccc1 | · | · | -36
COc1ccc2c(c1)[nH]c1c(=O)n(/N=C/c3ccc(OC)c(COc4ccccn4)c3)cnc12 | 0.5 | 0.63 | 43
CC(=O)N(c1ccccc1)c1ccc([N+](=O)[O-])cc1[N+](=O)[O-] | 0.05 | -0.74 | 22
CC(C)N(C(=O)CSc1nc2ccccc2n1Cc1ccccc1F)C(C)C | -1.1 | -0.7 | -221
COc1cccc(N2CCN(CC(=O)C34CC5CC(CC(C5)C3)C4)CC2)c1 | -0.4 | -0.2 | 32
CC1=C(C(=O)Nc2ccccc2)C(c2ccc(N(C)C)cc2)NC(=O)N1 (stereo not drawn) | 1.1 | 0.53 | ·
Cc1ccc(OCc2nnc(SC3CCc4ccccc4C3=O)n2C)cc1 (stereo not drawn) | -0.94 | -1 | ·
Cc1cccc(Nc2ccc([N+](=O)[O-])cc2C(=O)O)c1 | 1.5 | 1.4 | ·
CN(C)c1ccc(/C=[N+](\[O-])C2SC(=S)N(C)C2(C)C)cc1 (stereo not drawn) | -0.28 | -0.59 | -23
Cc1ccc(-c2cc(C(=O)NCc3ccccn3)no2)cc1 | 0.86 | 2.7 | 20
CC(=O)NC(Cc1ccccc1)C(=O)N1CCN(C(=O)c2ccco2)CC1 (stereo not drawn) | 0.5 | 0.03 | -25
N=C1N(/N=C/c2ccccc2)C(=Nc2ccccc2)C(=S)N1c1ccccc1 | -1.5 | -0.96 | -276
O=c1c2cc(Br)ccc2[nH]c(=S)n1Cc1ccccn1 | -0.8 | -0.26 | -50
CCSc1cc(N2CCCC2)nc(-c2ccc(C)cc2)n1 | -0.08 | -0.47 | ·
O=C(CSc1ccc2nnc(-c3ccccn3)n2n1)N1CCOCC1 | 1.7 | 3.5 | ·
O=C(COC(=O)C1=COCCO1)NC(=O)c1ccc(OC(F)F)cc1 | · | · | -80
O=C(Cn1c(-c2cscn2)nc2ccccc21)Nc1ccccc1F | -0.16 | -0.73 | 0

12 entries out of the list, sorted by length of the SMILES, smallest number first:
SMILES | sdo1 growth | sdo1 growth Rescue 24 h | Insulin prom inh
Cc1ccc(C)n1C(Cc1ccccc1)C(=O)O (stereo not drawn) | 1.8 | 0.66 | -6
CCSc1cc(N2CCCC2)nc(-c2ccc(C)cc2)n1 | -0.08 | -0.47 | ·
O=c1c2cc(Br)ccc2[nH]c(=S)n1Cc1ccccn1 | -0.8 | -0.26 | -50
O=C(CSc1ccc2nnc(-c3ccccn3)n2n1)N1CCOCC1 | 1.7 | 3.5 | ·
Cc1cccc(Nc2ccc([N+](=O)[O-])cc2C(=O)O)c1 | 1.5 | 1.4 | ·
O=C(COc1ccc(Br)cc1CNCCc1ccccc1)NCc1ccccc1 | · | · | -36
CC(C)N(C(=O)CSc1nc2ccccc2n1Cc1ccccc1F)C(C)C | -1.1 | -0.7 | -221
CC(=O)NC(Cc1ccccc1)C(=O)N1CCN(C(=O)c2ccco2)CC1 (stereo not drawn) | 0.5 | 0.03 | -25
CC1=C(C(=O)Nc2ccccc2)C(c2ccc(N(C)C)cc2)NC(=O)N1 (stereo not drawn) | 1.1 | 0.53 | ·
N=C1N(/N=C/c2ccccc2)C(=Nc2ccccc2)C(=S)N1c1ccccc1 | -1.5 | -0.96 | -276
CC(=O)N(c1ccccc1)c1ccc([N+](=O)[O-])cc1[N+](=O)[O-] | 0.05 | -0.74 | 22
COc1ccc2c(c1)[nH]c1c(=O)n(/N=C/c3ccc(OC)c(COc4ccccn4)c3)cnc12 | 0.5 | 0.63 | 43

More entries:
SMILES | sdo1 growth | sdo1 growth Rescue 24 h | Insulin prom inh
COc1ccc(Cc2nnc(NC(=O)c3cc(OC)c(OC)c(OC)c3)s2)cc1OC | · | · | -71
Cc1cccc(-n2c(N)cc(=O)nc2SCC(=O)Nc2ccccc2)c1 | 0.62 | 0.42 | -43
Cc1c(N2C(=O)SC(CC(=O)O)C2=O)c(=O)n(-c2ccccc2)n1C (stereo not drawn) | 0.44 | -0.53 | 0
CCOc1ccc(N2C(=O)c3cccnc3C2=O)cc1 | -0.23 | -0.3 | -29
CC1=CCC2C(=O)N(c3nc(C)cc(C)n3)C(=O)C2C1 (stereo not drawn) | 1 | 1.8 | -20
CC(=O)Nc1ccc(C2=NN(C)C(=NCc3ccccc3)SC2)cc1 | · | · | 25
Cc1ccc(-c2nn(C)c(=O)c3ccccc23)cc1CN1CCOCC1 | 0.6 | 0.89 | ·
O=C(Nn1c(O)c(C=C2N=c3ccccc3=N2)sc1=S)c1ccccc1Cl | -0.29 | -0.34 | 13
c1ccc2c(CN3CCOCC3)csc2c1 | -0.42 | -0.96 | ·
CON=C1CCN(c2ncc(C(F)(F)F)cc2Cl)CC1 | 0.8 | 0.53 | ·
N#Cc1ccc(NC(=O)CN2C(=O)NC(Cc3ccccc3)C2=O)cc1 (stereo not drawn) | 0.22 | -0.52 | ·
O=C(N/N=C/c1cc([N+](=O)[O-])ccc1Cl)c1ccc2nc[nH]c2c1 | 1.6 | 1.2 | 14
CCOc1ccc(OCC)c(NC(=O)CN(c2ccc(C)cc2)S(=O)(=O)c2c(C)noc2C)c1 | -0.71 | -1 | ·
Cc1cccc(C)c1NC(=O)Cn1nnc(-c2ccc(N3CCOCC3)cc2)n1 | -1.7 | -0.87 | 4
O=C(NCc1ccccc1)c1onc(CSc2ccc(F)cc2)c1C(=O)NCCCN1CCOCC1 | -1.3 | -1.4 | ·
Cc1noc(NC(=O)c2ccccc2)c1C#N | 1.1 | 0.74 | 43
O=C(Cc1cccs1)Nc1cc(SCCO)cc([N+](=O)[O-])c1 | -0.13 | -1.2 | -14
COc1ccc(C2=NOC3(CC(=O)N(c4ccc5ccccc5c4)C3=O)C2)c(OC)c1 (stereo not drawn) | 0 | 0.44 | 26
O=C(Nc1ccccc1)Nc1cc([N+](=O)[O-])ccc1F | 0.61 | 0.56 | 14
CCN(CC(=O)NC(C)C)C(=O)[C@H](C)NC(=O)c1ccc(Br)cc1 | · | · | -39
CC(C)CCn1c(=O)c2ccccc2n2c(CN(C)Cc3ccccc3)nnc12 | -1.5 | -1.2 | 41
Cc1ccc(-c2noc(CN(C(=O)Cc3ccccc3)C(C)C)n2)cc1 | -1.3 | -1.3 | -25
O=C(c1ccccn1)c1conc1C(=O)c1ccc(Br)cc1 | -1.2 | -0.51 | 60
O=C(COc1ccc(S(=O)(=O)NC2CCCC2)cc1)N1CCCCCC1 | 0.78 | 0.45 | -369
COc1ccc(CNc2nc(-c3ccccc3)nn2C(=O)c2ccc([N+](=O)[O-])cc2)cc1 | -0.79 | -2.4 | ·
COc1ccccc1NC(=O)c1ccc2nc(-c3ccccc3)c(-c3ccccc3)nc2c1 | -1.4 | -1.6 | 6
C=CCNc1nc(N2CCOCC2)c(C#N)c2c1CN(C)CC2 | 1.9 | 2 | 17
Cc1cc(Cl)ccc1NC(=S)N1CCN(C(=O)C2CCCO2)CC1 (stereo not drawn) | 0.39 | -0.03 | 15
COc1ccc(N=Cc2ccc(CNS(=O)(=O)c3ccc(Cl)cc3)o2)cc1 | 0.42 | -0.13 | -31
Nc1c(-c2ccccc2)cnc2ncnn12 | 0.32 | -0.15 | -9
CN(C)CCN(C)Cc1ccccc1Sc1cccc2ccccc12 | -0.25 | -0.06 | -29
COC(=O)COc1ccc(S(=O)(=O)N2CCCCC2)cc1[N+](=O)[O-] | · | · | 29
CC(/C=C/c1ccccc1)=N\NC(=O)c1cc(C)[nH]n1 | · | · | 18
CCOc1cc(-c2nc3cc(C)ccn3c2NCC2CCCO2)ccc1O (stereo not drawn) | 0.87 | 0.1 | -14
COc1ccc(OC)c2c(C)cc(NCCN3CCOCC3)nc12 | 1.9 | 2 | -45
CN1CCN(Cc2c(O)ccc3cc(Br)ccc23)CC1 | · | · | 40
CCSc1ccccc1C(=O)Nc1cc(OC)c(OC)c(OC)c1 | · | · | 2
CCN1C(=O)c2cccc3c(NC(=O)c4ccc(S(=O)(=O)N5CCOCC5)cc4)ccc1c23 | 0.53 | 0.66 | ·
Cc1nc2cc(C(=O)OCC(=O)NC34CC5CC(CC(C5)C3)C4)ccc2n1-c1ccccc1 | -0.9 | -0.41 | -23
O=S(=O)(c1cccs1)N1CCN(CC(O)COc2cc(Cl)ccc2Cl)CC1 (stereo not drawn) | -1.3 | -0.93 | ·

Exported with tabs: part of the list above
Compound	sdo1 growth	sdo1 growth Rescue 24 h	Insulin prom inh
CCSc1ccccc1C(=O)Nc1cc(OC)c(OC)c(OC)c1	·	·	2
Cc1nc2cc(C(=O)OCC(=O)NC34CC5CC(CC(C5)C3)C4)ccc2n1-c1ccccc1	-0.9	-0.41	-23

(cont.)
SMILES | sdo1 growth | sdo1 growth Rescue 24 h | Insulin prom inh
CCSc1nnc(NC(=O)c2ccccn2)s1 | -2.5 | -1.6 | -178
O=C(O)C(Cc1ccccc1)N1C(=O)/C(=C/c2ccccc2)SC1=S (stereo not drawn) | 0.23 | -0.19 | -12
CCCS(=O)(=O)N1CCN=C1SCc1cccc(C)c1 | · | · | 38
CC(NC(=O)c1ccccc1)C(=O)N/N=C/c1ccc(O)cc1 (stereo not drawn) | · | · | 36
CCOc1cc(C(=O)OCC(=O)NCc2ccco2)cc(OCC)c1OCC | -0.31 | -0.97 | 24
O=C(NCC(c1cccnc1)N1CCN(c2ccccc2F)CC1)c1ccco1 (stereo not drawn) | 0.94 | 0.74 | ·
O=C1NC(c2ccccc2)=NC1(NS(=O)(=O)c1ccccc1)C(F)(F)F (stereo not drawn) | -0.18 | -1.1 | 13
COc1ccc2[nH]cc(C(=O)CN(C)CCc3ccc(OC)c(OC)c3)c2c1 | 0.78 | 0.54 | -92
CCOC(=O)Cc1csc(NC(=O)Cc2ccc(C)cc2)n1 | · | · | -43
CCn1cc(C(=O)O)c(=O)c2cc(F)c(N/N=C/c3ccccc3[N+](=O)[O-])cc21 | -1.2 | -0.73 | ·
Nc1ccccc1SCC1CSc2nc3ccccc3c(=O)n21 (stereo not drawn) | · | · | -35
COC(=O)c1ccc(NC(=O)C2CCCO2)cc1 (stereo not drawn) | 0.1 | 0.37 | ·
c1ccc(-n2nnnc2-c2cccnc2)cc1 | · | · | 33
Cc1ccsc1C(=O)N/N=C/C=C/c1ccccc1[N+](=O)[O-] | -0.21 | -0.62 | 21
Cc1ccc(C)c(NC(=S)c2ccc3ccccc3n2)c1 | -1.2 | -0.52 | 35
O=C(O)C1CC(c2cccc(Br)c2)=NO1 (stereo not drawn) | 1.1 | 1 | 50
O=C(Cn1nc(-c2ccccc2)ccc1=O)Nc1ccc(N2CCN(C(=O)c3ccccc3)CC2)cc1 | 0.46 | 0.57 | ·
O=C(NNC(=O)[C@H]1CC=CC[C@H]1C(=O)O)c1ccc(Cl)cc1Cl | · | · | 0
CCc1ccccc1N(CC(=O)NCc1ccco1)C(=O)c1snc(C(N)=O)c1N | 0.23 | 0.17 | -164
O=C(C1CCCN(S(=O)(=O)c2ccc(F)cc2)C1)N1CCCC1 (stereo not drawn) | -0.28 | -0.33 | ·
Clc1ccc(-c2cn3c(n2)-c2ccccc2C3)cc1Cl | -1.2 | -0.98 | ·
Cc1ccc(C)c(NC(=O)CCC(=O)NNC(=O)c2cccc([N+](=O)[O-])c2)c1 | 1.3 | 0.78 | 14
Cc1cc2[nH]c3ccccc3c2c(C)n1 | 0.81 | 2.1 | 37
N#C/C(=C\c1ccc(Cl)cc1)c1nc(-c2ccco2)cs1 | -0.7 | 0.51 | ·
CCN(CC)S(=O)(=O)c1ccc(NC(=O)C2COc3ccccc3O2)cc1 (stereo not drawn) | -1.8 | -1.7 | ·
CCOC(=O)c1sc(NC(=O)/C=C/c2ccccc2)nc1C | 1.4 | 1.5 | -33
O=C(c1ccco1)N1CCN(C(=O)C(c2ccccc2)c2ccccc2)CC1 | 0.06 | -0.17 | 43
COc1cccc(-c2cc(C(F)(F)F)n3nc(N)nc3n2)c1 | 0.3 | 0.54 | 51
Cc1ccccc1-c1nnn(CC(=O)c2ccc(S(=O)(=O)N3CCCC3)cc2)n1 | -0.51 | -0.03 | ·
COCCNC(=O)C(c1cccs1)N(C(=O)Cn1nnc2ccccc21)c1ccccc1 (stereo not drawn) | 0.56 | 0.2 | -39
CC(C)c1ccc(C2CC(=O)c3cnc(N4CCc5ccccc5C4)nc3C2)cc1 (stereo not drawn) | -0.39 | 0.44 | -13
c1ccc2nc(-c3nc4ccccc4o3)ccc2c1 | 0.27 | 0.37 | ·
CN(C(=O)COc1cc(=O)n(C)c2ccccc12)c1cccc(Cl)c1 | -1 | -1 | ·
CC(NC(=O)CNC(=S)N(Cc1cccs1)C1CCCC1)c1ccccc1 (stereo not drawn) | · | · | -10
Cn1c(=O)[nH]c(=O)c2c1nc(N1CCOCC1)n2CCN1CCOCC1 | -0.46 | 0.66 | ·
COC(=O)C1=C(C(C)=O)C(c2ccc(C)cc2)n2nnnc2N1 (stereo not drawn) | 1.4 | 2.2 | 14
COc1ccc(OC(C)C(=O)Nc2cccc([N+](=O)[O-])c2)cc1 (stereo not drawn) | 0.12 | 0.62 | 10
COc1cc(OC)cc(-c2nnc(SCC(=O)NCc3cccs3)o2)c1 | -0.48 | -0.05 | -13
CC1C(=O)NN=C1C(=O)N/N=C/c1cccs1 (stereo not drawn) | · | · | -73
COC(=O)C1=C(C)N(c2cc(C)cc(C)c2)/C(=C/c2ccco2)C1=O | · | · | -10

Outcome played no part in choosing rows; about 0.99% have a hit in one of these screens.
